Screens deposited in PubChem by several laboratories.
NR2E3 ag-1 = inhibitors of NR2E3-RetCOR corepressor binding, primary screen, NR2E3 agonist project, biochemical, TR-FRET, GST-NR2E3, biotin-RetCOR. 1536-well. actives 0.12% (n = 320,000). inhibition of corepressor binding, % at 4.78 µM. AID 2300, 2010. Photoreceptor-specific nuclear receptor (Homo sapiens), Q9Y5X4;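 active = percent inhibition above the cutoff of mean plus 3 SD of all tested compounds, set per screening campaign, cut at about 20% in these data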;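 also: 0% = DMSO wells and 100% = biotin wells as full block of FRET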
Target sequence (Q9Y5X4 whole entry, looked up): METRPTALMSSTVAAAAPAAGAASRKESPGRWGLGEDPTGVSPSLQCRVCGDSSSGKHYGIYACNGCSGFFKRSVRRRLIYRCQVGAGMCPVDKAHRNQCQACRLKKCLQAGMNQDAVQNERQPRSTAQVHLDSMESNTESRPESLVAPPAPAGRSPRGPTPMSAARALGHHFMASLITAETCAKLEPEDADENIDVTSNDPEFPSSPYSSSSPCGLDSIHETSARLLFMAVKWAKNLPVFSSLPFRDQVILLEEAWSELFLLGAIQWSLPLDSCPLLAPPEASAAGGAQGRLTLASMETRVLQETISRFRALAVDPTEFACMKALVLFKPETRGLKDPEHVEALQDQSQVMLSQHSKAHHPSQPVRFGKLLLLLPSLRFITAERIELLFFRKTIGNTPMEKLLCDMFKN
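System: GST-tagged NR2E3 plus biotinylated RetCOR corepressor; Buffer or medium: pH 7.5 Tris-based buffer; Probe or stimulus: RetCOR corepressor, biotinylated, 7 nM; Doses: compound at 4.8 µM, single dose; Schedule: 5 h incubation at 4 °C; Technique: time-resolved FRET; Evaluation: percent inhibition of TR-FRET ratio; Replication: one well per compound, singlicate testing.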
NR2E3 ag-2 = NR2E3 agonists in two-hybrid cells, primary screen, cell-based, luminescence, CHO-S, Gal4-NCOR/VP16-NR2E3. Photoreceptor-specific nuclear receptor (Homo sapiens), Q9Y5X4. luciferase. inhibition of corepressor binding, % at 3.98 µM. actives 0.35% (n = 360,000). AID 602229, 2012;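 active = inhibition above the mean of all tested compounds plus 3 SD, cut at about 70% in these data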;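 also: 0% = DMSO with NR2E3 transfected cells and 100% = cells lacking NR2E3 construct; higher means lower luciferase signal from less NR2E3 corepressor binding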
Peg3 prom inh = Peg3 promoter-driven luciferase inhibitors, primary screen, cell-based, HeLa, luciferase luminescence. actives 1.7% (n = 360,000). inhibition, % at 20 µM. HeLa PEG-Prom luciferase reporter, overnight;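 active = inhibition of at least 50% at 20 µM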
TRPM1 prom inh = inhibitors of MITF-dependent TRPM1 promoter reporter, primary screen, cell-based, SK-MEL-5, single point, luciferase; inhibition, % at 12.5 µM; SK-MEL-5 TRPM1 promoter luciferase, 24 h; actives 0.83% (n = 330,000);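 active = mean inhibition across replicates of 60% or more, whatever share of single replicates reaches that level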; also: values of inactives mirror those of a sister screen read the other way
TRAIL sens C8 = viability loss with TRAIL in NB7+C8 cells, primary screen, TRAIL sensitizer project, cell-based, ATPlite luminescence. inhibition (viability loss, TRAIL sensitization), % at 10 µM. actives 1% (n = 360,000). AID 624354, 2012;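 active = compounds causing at least 50% loss of cell viability in the single-dose screen, relative to plate controls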
EBV LMP1 NFkB = EBV LMP1-driven NF-kappaB luciferase reporter inhibitors, primary screen, cell-based, luminescence, single point | AID 504558, 2011 | inhibition, % at 12.5 µM | actives 0.69% (n = 350,000) | LMP1-induced NF-kappaB luciferase reporter cells; in the data active = inhibition above about 41%;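 also: 0% = neutral control wells and 100% = reference inhibitor control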
CF NFkB block = inhibitors of PAF-induced NF-kB signaling, primary screen, cell-based, GFP fluorescence, uHTS. AID 588850, 2011. KKLEB NF-kB-GFP reporter, GFP fluorescence overnight. actives 0.86% (n = 360,000). inhibition, % at 5 µM;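 active = at least 50% inhibition at 5 µM, scaled per plate between neutral and stimulator controls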;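 also: PAF is a Pseudomonas aeruginosa culture filtrate used as stimulus; plate controls were PAF-stimulated DMSO wells for no effect and unstimulated DMSO wells for full effect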
Shn3 3UTR inh = reduction of Shn3 3'UTR firefly luciferase signal, primary screen, Schnurri-3 inhibitor project, cell-based, Clone20 osteoblasts, set 2. Clone20 osteoblast Shn3 3'UTR firefly luciferase, 24 h. AID 588674, 2011. actives 0.52% (n = 360,000). inhibition, % at 12.5 µM;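 active = mean inhibition of at least 75% with every replicate also reaching 75%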;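 also: 0% = median of neutral control wells and 100% = pilot-screen positive control compound; some compounds past the cut are filed as inactive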
HIF-2a inh = HIF-2a reporter inhibitors, primary screen, luminescence, 786-0 RCC cells; inhibition, % at 18.8 µM; actives 0.72% (n = 360,000); 786-0 RCC cells HIF-2a reporter, luciferase luminescence, overnight; AID 624352, 2012;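 active = inhibition of the luminescence signal of 40% or more relative to plate controls, in a single-dose primary screen at 18.75 µM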
hiPSC survival = enhancers of single-cell hiPSC survival, primary screen, ATPlite luminescence. 100% = ROCK inhibitor wells, 0% = DMSO. survival enhancement, % at 20 µM. actives 0.044% (n = 360,000). AID 602274, 2012; in the data active = survival enhancement above about 18%;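 also: cells exposed to compounds for 16 hours before the ATP read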
KKLEB cytotox = cytotoxicity in KKLEB CF airway cells, primary screen, cytotoxicity control for CF NF-kB inhibitor project, cell-based, uHTS, fluorescence assay plates; KKLEB CF airway cells viability, ATPlite luminescence, overnight; hits give low values; cells stimulated with P. aeruginosa culture filtrate; activity change (cytotoxicity), % at 5 µM; actives 0.36% (n = 360,000);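 active = corrected activity change at or below -50% at 5 µM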
* marks the source's active call; other numbers are inactive results; x = no result given.

SMILES	NR2E3 ag-1	NR2E3 ag-2	Peg3 prom inh	TRPM1 prom inh	TRAIL sens C8	EBV LMP1 NFkB	CF NFkB block	Shn3 3UTR inh	HIF-2a inh	hiPSC survival	KKLEB cytotox
Cc1ccc(S(=O)(=O)N2CCN(C(=O)COC(=O)/C=C/c3ccc([N+](=O)[O-])cc3)CC2)c(C)c1	x	5	-6	-9	6	-3	-42	-5	3	-0.5	-11
COc1ccc(CCC(=O)OCC(=O)Nc2ccccc2OC(F)F)cc1OC	1	-28	8	-6	2	-1	-5	-5	-3	3.7	-5
COc1cccc(CN2C(=NC(=O)CCC3CCCC3)SC3CS(=O)(=O)CC32)c1 (stereo not given)	3	-8	24	-2	7	-6	3	16	7	-0.3	-12
COCCN(C(=O)CNC(=O)c1ccco1)C(C(=O)NC1CCCCC1)c1cccnc1 (stereo not given)	2	-26	5	-2	-16	-5	3	-16	12	-0.9	0
Cc1cc2nc(/C(C#N)=C/c3ccncc3)[nH]c2cc1C	2	-82	-45	-46	3	-4	1	-18	-108	-0.5	1
CCCNC(=O)C1(C)CCCN(C(=O)c2oc3ccccc3c2C)C1 (stereo not given)	x	-16	-3	x	-3	x	-9	-13	-19	-0.8	4
S=C1NCCNC(=S)NCCOCCN1	-2	-17	6	9	-4	-3	9	9	11	0.6	-4
O=C(COC(=O)c1cccc(Br)c1)NC1CCCCCCC1	x	-24	5	x	-3	-3	-19	-20	15	-2.1	0
CCC1CCCCN1C(=O)N[C@@H](Cc1ccccc1)C(=O)O (stereo not given in full)	5	-11	18	10	-4	3	6	-1	4	-3.0	-5
CCCS(=O)(=O)Nc1ccc(N2CCCCC2)c(S(=O)(=O)Nc2ccccc2OC)c1	x	-11	16	3	5	1	2	6	21	-0.6	3
CC1(NC(=O)CCc2nc3sc4c(c3c(=O)[nH]2)CCCC4)CCS(=O)(=O)C1 (stereo not given)	6	-15	9	10	1	-4	6	-2	12	0.0	6
CCOc1ccc(NC(=O)CN2CCN(CC(=O)Nc3ccc(F)cc3)CC2)cc1	3	-20	6	6	-9	-4	-10	-1	19	-1.1	0
C/C(N)=C(/C#N)C(=O)COC(=O)CCSc1ccccc1Cl	1	-3	-2	-8	2	9	10	7	0	-1.6	0
CC(NC(=O)c1ccc(OC2CCN(Cc3ccccn3)CC2)cc1)c1ccccc1 (stereo not given)	-1	-11	16	2	-17	9	1	18	4	-0.6	-8
COCCCNc1nc2ccccc2nc1NS(=O)(=O)c1ccc(Cl)cc1	-1	8	14	8	-23	11	-9	12	18	1.5	-3
NNC(=O)c1cccc(S(=O)(=O)Nc2cc(Cl)ccc2Cl)c1	2	-8	10	-1	-17	-7	3	-8	10	-0.1	13
Cc1cc(N2C(=O)CC(Cc3ccc(Cl)cc3)C2=O)no1 (stereo not given)	2	-19	-4	-4	-25	-1	7	-9	7	-2.3	3
COc1ccc(NC(=O)Nc2cccs2)cc1Cl	4	-70	-247	-68	21	-10	15	-22	-225	-3.6	-4
NC(=O)c1ccc(/C=N/O)nc1	-4	-5	3	-6	-6	-9	-2	24	10	0.7	5
Cc1ccc(/C=C(\CCC(=O)O)c2nc3ccccc3s2)cc1[N+](=O)[O-]	2	-10	2	-5	-17	6	-5	-15	-11	-2.4	6
O=C(C(=O)N1CCN(c2ccccc2)CC1)c1cn(CC(=O)N2CCCCCC2)c2ccccc12	3	-44	18	24	3	-6	-10	-7	14	-0.1	-2
O=C(NCCCn1ccnc1)/C(=C\c1ccco1)NC(=O)c1ccco1	3	7	23	-8	-4	-6	-21	-7	11	0.6	8
C[C@H]1CN([C@@H](C)CO)C(=O)Cc2cc(NS(C)(=O)=O)ccc2O[C@@H]1CN(C)Cc1ccc(Cl)c(Cl)c1	x	-14	12	4	3	2	5	8	6	5.2	-14
C=CCn1cc(C(=O)c2cc(Br)ccc2O)cc(C#N)c1=O	-2	16	16	8	-8	1	12	13	10	1.4	2

Molecules above that contain a nitro group on carbon:
SMILES	NR2E3 ag-1	NR2E3 ag-2	Peg3 prom inh	TRPM1 prom inh	TRAIL sens C8	EBV LMP1 NFkB	CF NFkB block	Shn3 3UTR inh	HIF-2a inh	hiPSC survival	KKLEB cytotox
Cc1ccc(S(=O)(=O)N2CCN(C(=O)COC(=O)/C=C/c3ccc([N+](=O)[O-])cc3)CC2)c(C)c1	x	5	-6	-9	6	-3	-42	-5	3	-0.5	-11
Cc1ccc(/C=C(\CCC(=O)O)c2nc3ccccc3s2)cc1[N+](=O)[O-]	2	-10	2	-5	-17	6	-5	-15	-11	-2.4	6

Next structures follow:
SMILES	NR2E3 ag-1	NR2E3 ag-2	Peg3 prom inh	TRPM1 prom inh	TRAIL sens C8	EBV LMP1 NFkB	CF NFkB block	Shn3 3UTR inh	HIF-2a inh	hiPSC survival	KKLEB cytotox
COc1ccc(C2(O)CCN(C(=O)c3c(F)cccc3F)CC2)cc1	1	-16	-14	-4	7	-8	9	-34	-24	3.0	4
COc1ccc(NC(=O)c2ccc(C)cc2)cc1	3	-121	-102	-46	68*	21	-8	-9	-100	-0.5	-4
CCCCN(C(C)=O)c1ccc2c(c1)C1CC2CCN1C(=O)OCc1ccccc1 (stereo not given)	x	68	10	19	11	6	9	90*	1	-3.1	-17
Cc1ccc(S(=O)(=O)Nc2cc3c(cc2N2CCOCC2)n(C)c(=O)c(=O)n3C)cc1	-2	-14	-1	-2	6	-6	-18	-5	2	-0.3	-3
O=C(COC(=O)CCC(=O)c1cccs1)Nc1cccc(F)c1	-2	-18	-16	10	0	8	-10	9	6	-0.2	17
COc1cc(NC(=O)c2cccc(F)c2)cc(OC)c1OC	4	8	-5	6	-8	-6	-29	-16	7	0.8	-6
CC(CNC(=O)c1ccc2c(c1)OCO2)c1ccc([N+](=O)[O-])cc1 (stereo not given)	0	-33	16	9	-6	-1	2	10	-5	-1.5	-4
Cc1ccc(S(=O)(=O)NCCCCC(NC(=O)OC(C)(C)C)C(=O)O)cc1 (stereo not given) (tested in a mixture with another compound)	4	29	3	-3	-7	4	-4	-21	-3	-1.0	2
O=C(COc1nnnc2ccccc12)N1CCCc2ccccc21	3	10	-6	-3	8	-3	12	0	10	6.2	10
CCn1c(=O)n(CC)c2cc(S(=O)(=O)NCCOc3ccccc3)c(C)cc21	-2	-6	17	0	-3	4	1	16	10	0.8	-11
CCOC(=O)N1N=C(C)CC1(O)c1ccccc1 (stereo not given)	-2	-13	-2	1	5	-3	8	-18	18	-0.5	-2
COc1ccccc1NS(=O)(=O)c1cccc(C(=O)NCC(c2ccc(F)cc2)N2CCOCC2)c1 (stereo not given)	0	10	10	6	-3	6	-22	9	1	-0.3	0
CCOC(=O)N1CCN(CCC(=O)Nc2ccc(OC)cc2)CC1	-3	1	15	-2	1	-5	-11	-1	1	4.6	6
O=C1C2C3CCC(O3)C2C(=O)N1c1cc(OCC(F)F)cc([N+](=O)[O-])c1 (stereo not given)	x	17	-13	-3	-9	2	2	21	1	0.1	3
CCc1cccc(NC(=O)[C@@H]2CCCN2C2=NS(=O)(=O)c3ccccc32)c1	3	-17	4	9	2	-1	-6	16	2	0.7	3
Cc1ccc(N2C(=O)C(CC(=O)Nc3cccc(F)c3)N(CCc3ccncc3)C2=O)cc1 (stereo not given)	-1	-7	12	-13	17	0	17	-15	1	0.5	-14
O=C(Nc1cc(S(=O)(=O)N2CCCC2)ccc1OCC(F)(F)F)c1ccncc1	x	12	-11	x	-16	1	-14	8	5	3.5	19
COc1cc(C(=O)NCC(=O)N/N=C/c2c(C)[nH]c3ccccc23)cc(OC)c1OC	-1	-15	20	1	15	-2	6	-17	20	-0.8	-2
COc1ccc(CC(=O)NNC(=O)c2ccccc2)cc1OC	x	9	-1	0	-9	4	-1	-9	-2	-0.2	-1
Cc1ccc([N+](=O)[O-])cc1S(=O)(=O)N1CCCC1	-2	1	-10	0	-15	5	-6	-4	6	1.6	7
CCOC(=O)C1=C(CC)Nc2ccccc2N=C1NC(=O)CCN1C(=O)C2CCCCC2C1=O (stereo not given)	3	14	16	12	17	-3	-22	12	11	0.1	-14
O=C(CCCN1C(=O)/C(=C/c2ccccc2Cl)SC1=S)NNC(=O)c1ccccc1Cl	-1	-7	60*	40	13	44*	8	11	93*	-2.0	3
C[C@@H](C(=O)NCC1CCCO1)N1C(=O)N2CCc3c([nH]c4ccccc34)[C@@]2(C)C1=O (stereo not given in full)	-2	14	-1	-5	-8	1	-4	5	15	-2.2	-4
S=C(c1ccc2c(c1)OCO2)N1CCOCC1	2	14	3	-6	17	1	-3	-5	9	-0.3	3
Cn1c(CN2CCOCC2)nnc1SCC(N)=O	-4	-13	12	-6	-4	-1	-1	-4	2	-0.5	1
COc1cc(C=O)ccc1OC(=O)Nc1ccccc1	5	-31	-64	12	9	3	-16	-4	-79	0.6	10
Cc1ccc(NS(=O)(=O)c2c(C(=O)N3CCCCCC3)c(C)n(C)c2C)c(Cl)c1	0	3	12	-5	-17	2	8	4	9	-0.5	-1
CCC(C(=O)N1CCc2cc(OC)c(OC)cc2C1)c1ccccc1 (stereo not given)	5	-33	27	2	-12	1	6	-15	7	1.5	-2
O=C(Nc1ccccc1C(=O)N/N=C/c1ccncc1)c1ccccc1	4	-56	-152	-10	89*	0	10	-26	-162	-2.0	-49
COC(=O)c1ccc(N(CC(=O)NC2CCCC2)C(=O)CNC(=O)c2cccs2)cc1	0	-34	5	-9	0	-3	-3	8	11	-0.4	-6
CC1CCN(c2c(NCc3ccc(C(=O)N4CCc5ccccc54)cc3)c(=O)c2=O)CC1	2	-5	0	49	27	15	24	12	30	-1.2	-17
CCOC(=O)c1cc2c(=O)n3ccccc3nc2n(C)c1=NC(=O)c1c(-c2c(F)cccc2Cl)noc1C	2	1	40	-3	8	-12	-7	21	10	1.0	10
COc1cc(NC(=O)c2ccc(F)cc2)c(OC)cc1NC(=O)CN1CCCCC1	3	-27	-27	-5	12	-5	11	-8	-39	-0.2	-9
CCn1cc(/C=C/C(=O)Nc2ccn(Cc3c(F)c(F)c(F)c(F)c3F)n2)cn1	3	-16	-14	-13	-6	-6	13	-21	14	6.1	13
C=CCn1c(NCCOC)nc2c1c(=O)n(C)c(=O)n2C	1	-8	6	3	10	3	-10	-6	7	-1.5	12
CC(C)(C)NC(=O)C(c1ccncc1)N(C(=O)Cn1nnc(-c2ccc(F)cc2)n1)c1ccccc1F (stereo not given)	x	-20	13	14	43	5	4	10	18	-1.4	5

Not all compounds are listed; count on the stated rates, not on these rows.
